# SR-BI DiI inh – mouse SR-BI HDL lipid transfer inhibition; AID 488896; Q61009; ldlA[mSR-BI] CHO cells, DiI-HDL uptake fluorescence, 3 h; 320,000 compounds, 0.96% hits; inhibition, % at 12.5 µM;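 active = mean replicate inhibition of at least 70% and a set share of replicates each scoring 70 or more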;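 also: 0% = median of neutral control wells and 100% = median of positive control wells; values of inactives mirror those of a sister screen read the other way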
# Target sequence (Q61009 whole entry, looked up): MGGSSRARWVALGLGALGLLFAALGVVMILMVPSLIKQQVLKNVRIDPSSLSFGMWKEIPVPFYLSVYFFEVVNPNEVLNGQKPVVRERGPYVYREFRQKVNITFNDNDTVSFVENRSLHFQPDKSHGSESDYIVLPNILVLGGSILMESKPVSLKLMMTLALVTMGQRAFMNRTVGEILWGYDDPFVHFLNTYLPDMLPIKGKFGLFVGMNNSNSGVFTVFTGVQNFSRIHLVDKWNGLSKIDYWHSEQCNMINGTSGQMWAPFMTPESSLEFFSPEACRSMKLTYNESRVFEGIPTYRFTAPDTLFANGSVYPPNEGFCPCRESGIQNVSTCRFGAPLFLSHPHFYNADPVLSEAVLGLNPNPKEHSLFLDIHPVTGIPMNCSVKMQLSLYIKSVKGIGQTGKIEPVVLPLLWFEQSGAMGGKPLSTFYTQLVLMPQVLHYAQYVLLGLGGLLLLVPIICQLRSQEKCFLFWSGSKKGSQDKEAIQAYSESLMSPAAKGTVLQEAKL
# Wnt bcat act – activates Wnt/beta-catenin signaling in a reporter cell assay. activator, plate reader. activation, % at 9.35 µM. 300,000 compounds, 1.2% hits; in the data active = activation above about 30%, passing the limit was not always enough;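 also: 0% = neutral control wells and 100% = positive control wells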
# SR-BI uptake up – enhances SR-BI lipid uptake from DiI-HDL | CHO ldlA[mSR-BI] cells, DiI-HDL uptake fluorescence, 3 h; 100 = double the neutral-control signal | activation, % at 12.5 µM | 320,000 compounds, 0.096% hits | AID 504775;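 active = mean replicate activation of at least 60% and every replicate at or above 60%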;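 also: 0% = median plate neutral-control signal and 100% = twice that signal; values of inactives mirror those of a sister screen read the other way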
#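 Material: SR-BI-overexpressing, LDLR-lacking CHO cells; schedule: compound exposure 3 h, 37 °C; reagent: DiI-labelled HDL at 10 µg/mL final; technique: bottom-read fluorescence, 550/595 nm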
# RTF Ca sens act – increases calcium sensitivity of human cardiac regulated thin filaments; IANBD-labeled TnC RTF fluorescence at EC20 calcium; 0% EC20 calcium, 100% full calcium; activation, % at 7.2 µM; 340,000 compounds, 0.24% hits; AID 493008;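 active = activation above the mean over all tested compounds plus 3 SD, cut at about 30% in these data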;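 also: rise in fluorescence read as greater calcium sensitivity of cardiac thin filaments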
# MITF TRPM1 HTS – MITF TRPM1 promoter activation in melanoma cells | activation, % at 12.5 µM | 300,000 compounds, 0.75% hits | SK-MEL-5 TRPM1-promoter luciferase, 24 h; % of positive control, neutral wells = 0;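 active = mean activation of at least 80% with every replicate also reaching 80%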;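 also: 0% = neutral control wells and 100% = parthenolide positive control wells; values of inactives mirror those of a sister screen read the other way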
# PvdQ inh – blocks Pseudomonas aeruginosa PvdQ acylase activity; purified PvdQ acylase, fluorescence plate reader; inhibition, % at 10 µM; 340,000 compounds, 0.063% hits; AID 488965; in the data active = inhibition above about 30%, passing the limit was not always enough;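 also: 0% = vehicle neutral wells and 100% = reference inhibitor wells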
# HTR5A ag – counter-screen for OPRM1-OPRD1 agonists: human HTR5A agonism. P47898. HTR5A agonist assay, luminescence, cell-based. activation, % at 9.3 µM. 340,000 compounds, 0.61% hits; in the data active = activation mostly above about 9.5%, no sharp cut-off; inactive = mostly below about 7.6%;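 also: 0% = cells with vehicle only and 100% = reference agonist; strong numbers were not always called active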
# Target sequence (P47898 whole entry, looked up): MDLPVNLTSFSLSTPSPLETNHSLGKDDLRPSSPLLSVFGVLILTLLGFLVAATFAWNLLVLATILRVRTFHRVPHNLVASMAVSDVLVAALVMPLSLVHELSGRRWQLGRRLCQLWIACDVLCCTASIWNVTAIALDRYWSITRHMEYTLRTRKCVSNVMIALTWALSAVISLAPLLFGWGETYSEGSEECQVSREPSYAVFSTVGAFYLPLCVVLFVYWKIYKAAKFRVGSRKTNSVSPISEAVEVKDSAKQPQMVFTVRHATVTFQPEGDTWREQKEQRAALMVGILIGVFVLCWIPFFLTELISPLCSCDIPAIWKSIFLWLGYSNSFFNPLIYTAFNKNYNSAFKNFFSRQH
# CDK5 p35 inh – inhibitors of human CDK5/p35 kinase. 330,000 compounds, 0.01% hits. inhibition, % at 10 µM. Recombinant CDK5/p35, ADP-Glo luminescence, 60 min;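 active = highest replicate inhibition of at least 50% and at least 75% of replicates reaching 50%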;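 also: plate controls were DMSO neutral control for no effect and GW8510 at 10 µM for full effect; many of its hits are not listed in these tables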
# Rtt109 HAT inh – blocks Candida albicans Rtt109/Vps75 acetyltransferase activity; 330,000 compounds, 0.16% hits; inhibition, % at 34.9 µM; AID 540336; Q5AAJ8; purified Rtt109/Vps75, ThioGlo CoA-SH fluorescence, 4 h;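 active = inhibition of at least 50% in every replicate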
# dFosB act – activators of mouse delta FosB homodimer; 340,000 compounds, 0.99% hits; purified delta FosB, TAMRA-CDK5 oligo fluorescence polarization; percent of positive-control signal above neutral wells; activation, % at 25 µM;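 active = mean activation above about 17%, with every replicate also reaching it, limit read from the data, passing the limit was not always enough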;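 also: fluorescence polarization rise as delta FosB binds a TAMRA Cdk5 AP-1 oligo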
# Numbers without * were called inactive; · = not tested or not shown. Hits appear at their usual frequency; overall some 4.4% were active at least once.
# The line under a structure holds: SR-BI DiI inh	Wnt bcat act	SR-BI uptake up	RTF Ca sens act	MITF TRPM1 HTS	PvdQ inh	HTR5A ag	CDK5 p35 inh	Rtt109 HAT inh	dFosB act
[1] Cc1cc(=O)n2[nH]c(NCc3c(F)cccc3Cl)nc2n1
  -10	0	10	0	5	-3	1	1.0	-1	-8
[2] COc1cc(C2NC(=O)NC(C)=C2C(=O)OCC2CCCO2)cc(OC)c1OC (stereo not drawn)
  -30	-3	30	-2	-12	8	0	0.9	·	-6
[3] O=C(CC(Nc1ccc(F)cc1)c1ccccc1)c1ccccc1 (stereo not drawn)
  6	-2	-6	-2	-5	15	4	1.6	·	-5
[4] CCOc1cc(CN2CCC(CO)(Cc3cccc(C(F)(F)F)c3)CC2)ccc1OC
  2	-2	-2	-5	26	-14	-2	-1.5	-7	2
[5] COc1ccc(NC(=O)c2ccc3nc(-c4ccccc4)c(-c4ccccc4)nc3c2)c(OC)c1
  76*	1	-76	3	-14	6	2	-2.5	17	-1
[6] CSc1ncccc1C(=O)OC(C)C(=O)Nc1cccc(S(=O)(=O)N2CCOCC2)c1 (stereo not drawn)
  24	-1	-24	0	-2	-11	-2	-2.9	-6	-11
[7] O=C(Oc1cccc(NC(=O)c2cccs2)c1)c1cccc(S(=O)(=O)N2CCCC2)c1
  25	10	-25	-5	7	-3	-6	0.0	-20	3
[8] CC(=O)Nc1ccc(Cl)cc1C1COC(=O)C1=N (stereo not drawn)
  -20	0	20	-1	12	-6	1	-0.3	1	6
[9] CCOc1cc(/C=C/c2nc3ccccc3s2)ccc1OCC(=O)N1CCOCC1
  78*	·	-78	5	-2	-12	0	0.1	-3	-17
[10] c1ncn(C23CC4CC(CC(C4)C2)C3)n1
  -23	-2	23	14	3	-16	4	0.5	0	-7
[11] CCN1C(=O)C(C(=O)c2ccccc2)SC1=S (stereo not drawn)
  -10	·	10	2	5	-9	-8	-6.5	2	-1
[12] Cc1cc(Cl)n2ncc(-c3ccccc3)c2n1
  0	-3	0	12	·	-26	-2	-0.8	-7	-6
[13] Cc1cc(Nc2ccccc2F)n2ncnc2n1
  -6	-2	6	-3	13	5	-2	3.4	3	0
[14] CCc1ccc(CN2CCC(n3nccc3NC(=O)Cc3ccccc3)CC2)o1
  -20	2	20	-4	4	-4	-4	1.1	-2	-10
[15] Cc1cc(C)n(-c2nc3nonc3nc2-n2nc(C)cc2C)n1
  -4	·	4	-2	·	-8	0	1.1	6	-4
[16] O=C(Cc1ccc(S(=O)(=O)N2CCCCC2)s1)Nc1cccc2ccccc12
  -4	·	4	-3	-6	-17	1	·	-7	3
[17] COCCN(CC1CCCN(C2Cc3ccccc3C2)C1)C(=O)CCC(N)=O (stereo not drawn)
  12	1	-12	-3	9	-14	1	-0.8	-6	-5
[18] COc1ccc(CNC(=O)C2CCN(S(=O)(=O)c3cccc4nsnc34)CC2)cc1
  4	-4	-4	-2	4	-11	-1	-1.6	-14	-6
[19] O=C(CSc1nnc(-c2cccnc2)o1)Nc1ccc(Br)cc1
  ·	-1	·	1	38	-4	0	0.6	-13	-1
[20] O=C(NCCc1c[nH]c2ccccc12)Nc1cccc2ccccc12
  8	-4	-8	-6	-1	-2	4	0.9	1	11
[21] CC(NC(=O)COC(=O)/C=C/c1ccc(Cl)cc1)c1ccccc1 (stereo not drawn)
  -26	0	26	-3	1	14	2	3.1	-14	2
[22] O=c1cc(Cc2nnc(SCc3ccccc3)n2-c2ccc(Cl)cc2)[nH]c(=O)[nH]1
  -7	-3	7	1	-3	-7	-1	-7.3	-1	-7
[23] CCOCCCNC(=O)NC12CC3CC(CC(C3)C1)C2
  -19	-1	19	1	1	4	-1	0.9	-3	4
[24] Cc1ccc(C2(c3ccccc3)NC(=O)N(CC(=O)NC3CCS(=O)(=O)C3)C2=O)cc1C (stereo not drawn)
  -11	0	11	2	4	-8	1	-0.6	-5	-2
[25] CCN(CCC(=O)Nc1ccc(Br)c(C)c1)Cc1ccccc1
  11	-2	-11	-2	18	-14	8	0.8	-17	-4
[26] CC(OC(=O)CCC1CCCC1)C(=O)Nc1ccccc1[N+](=O)[O-] (stereo not drawn)
  -6	-1	6	3	7	-11	1	-1.1	-19	-10
[27] CCC1CN(C(=O)N2CCC(C(=O)NCc3ccco3)CC2)c2cc(C)ccc2O1 (stereo not drawn)
  50	1	-50	-6	-7	-6	-1	-0.5	3	-6
[28] O=C(C1COc2ccccc2O1)N1CCN(Cc2ccc3c(c2)OCO3)CC1 (stereo not drawn)
  27	·	-27	8	-1	-14	-4	0.1	-3	-7
[29] CCCCc1c(C(=O)O)cc(OC)cc1C(=O)O
  -12	-1	12	-3	3	-7	4	-0.1	4	3
[30] Cc1cccc(S(=O)(=O)Nc2nc3ccccc3nc2NCC2CCCO2)c1 (stereo not drawn)
  -18	0	18	10	-5	9	-2	0.1	0	-7
[31] CCOC(=O)C1(Cc2ccc(OC)cc2)CCN(C(=O)c2ccoc2C)CC1
  7	1	-7	-2	11	-11	2	-3.8	10	-6
[32] Cc1nc(C)c(C(=O)NCc2ccc(Cl)cc2)o1
  24	-1	-24	-1	-3	-8	4	2.9	0	-7
[33] CC(C)CSc1nc2c(c(=O)[nH]c(=O)n2C)n1CC(O)COc1cccc2ccccc12 (stereo not drawn)
  -6	·	6	0	10	-17	13*	-1.6	-1	-11
[34] Cc1cc(C(=O)NNS(=O)(=O)c2ccc(C(C)(C)C)cc2)nn1C(C)(C)C
  -3	17	3	4	-18	-17	0	0.1	5	-12
[35] Cc1ccccc1OCC(=O)NCC(C)(C)N1CCOCC1
  -25	-1	25	-1	-3	-19	8	0.5	-1	4
[36] CCOc1ccc(NS(=O)(=O)c2cc(C(=O)NCCN3CCOCC3)ccc2C)cc1
  3	-6	-3	-1	3	-1	-2	-0.4	4	-7
[37] O=C1C=C(Nc2ccccc2C(=O)O)c2ccccc2C1=O
  -43	7	43	1	-34	-5	1	2.0	6	-5
[38] CS(=O)(=O)N1N=C(c2ccco2)CC1c1ccc(Br)cc1 (stereo not drawn)
  -4	-2	4	-3	9	-12	2	-2.6	·	-3
[39] Cc1cccc2cc(C#N)c(SCC(=O)N3CCC(C)CC3)nc12
  69	0	-69	-2	-13	2	-5	-0.7	-1	0
[40] C=CCN(c1ccc(C(=O)Nc2ccc(NC(C)=O)cc2)cc1)S(C)(=O)=O
  29	1	-29	-2	-9	-7	4	2.4	1	-2
[41] COc1ccc(N2CC(C(=O)NCCC3=CCCCC3)CC2=O)cc1 (stereo not drawn)
  15	-7	-15	-3	-7	-5	-1	-1.1	2	4
[42] COc1ccc(OCC(=O)N/N=C2\CCCc3ccccc32)cc1
  -8	-2	8	-2	-5	-5	1	0.1	-4	-8
[43] O=Cc1c(NCc2ccccc2)c2ccccc2[nH]c1=O
  -5	0	5	-1	4	-12	4	2.3	-6	-1
[44] NC(=O)c1ccc(NC(=O)COC(=O)c2ccc(Br)c(S(=O)(=O)N3CCOCC3)c2)cc1
  11	0	-11	-2	14	2	1	0.2	-3	-7
[45] CCOC(=O)c1cnc2c(C)c(C)ccc2c1NCCN1CCOCC1
  26	-4	-26	4	·	-14	-2	-1.0	-7	-7

# Some of the entries above in another layout:
35) Cc1ccccc1OCC(=O)NCC(C)(C)N1CCOCC1
36) CCOc1ccc(NS(=O)(=O)c2cc(C(=O)NCCN3CCOCC3)ccc2C)cc1
37) O=C1C=C(Nc2ccccc2C(=O)O)c2ccccc2C1=O
38) CS(=O)(=O)N1N=C(c2ccco2)CC1c1ccc(Br)cc1 (stereo not drawn)
39) Cc1cccc2cc(C#N)c(SCC(=O)N3CCC(C)CC3)nc12
40) C=CCN(c1ccc(C(=O)Nc2ccc(NC(C)=O)cc2)cc1)S(C)(=O)=O
41) COc1ccc(N2CC(C(=O)NCCC3=CCCCC3)CC2=O)cc1 (stereo not drawn)
42) COc1ccc(OCC(=O)N/N=C2\CCCc3ccccc32)cc1
43) O=Cc1c(NCc2ccccc2)c2ccccc2[nH]c1=O
44) NC(=O)c1ccc(NC(=O)COC(=O)c2ccc(Br)c(S(=O)(=O)N3CCOCC3)c2)cc1
Assay by compound	35	36	37	38	39	40	41	42	43	44
SR-BI DiI inh	-25	3	-43	-4	69	29	15	-8	-5	11
Wnt bcat act	-1	-6	7	-2	0	1	-7	-2	0	0
SR-BI uptake up	25	-3	43	4	-69	-29	-15	8	5	-11
RTF Ca sens act	-1	-1	1	-3	-2	-2	-3	-2	-1	-2
MITF TRPM1 HTS	-3	3	-34	9	-13	-9	-7	-5	4	14
PvdQ inh	-19	-1	-5	-12	2	-7	-5	-5	-12	2
HTR5A ag	8	-2	1	2	-5	4	-1	1	4	1
CDK5 p35 inh	0.5	-0.4	2.0	-2.6	-0.7	2.4	-1.1	0.1	2.3	0.2
Rtt109 HAT inh	-1	4	6	·	-1	1	2	-4	-6	-3
dFosB act	4	-7	-5	-3	0	-2	4	-8	-1	-7

45) CCOC(=O)c1cnc2c(C)c(C)ccc2c1NCCN1CCOCC1
Assay by compound	45
SR-BI DiI inh	26
Wnt bcat act	-4
SR-BI uptake up	-26
RTF Ca sens act	4
MITF TRPM1 HTS	·
PvdQ inh	-14
HTR5A ag	-2
CDK5 p35 inh	-1.0
Rtt109 HAT inh	-7
dFosB act	-7

# (further entries)
# The line under a structure holds: SR-BI DiI inh	Wnt bcat act	SR-BI uptake up	RTF Ca sens act	MITF TRPM1 HTS	PvdQ inh	HTR5A ag	CDK5 p35 inh	Rtt109 HAT inh	dFosB act
[46] O=C(NNC(=O)c1ccc(SCC2CCCO2)c([N+](=O)[O-])c1)c1ccc(F)cc1 (stereo not drawn)
  17	·	-17	2	-4	-7	0	0.1	2	5
[47] CCOc1cccc(OCCOCCN2CCCC2)c1
  -14	·	14	3	1	-15	-2	-0.9	2	0
[48] COc1cc(/C=C/C(=O)OCC(=O)c2ccccc2)cc(OC)c1OC
  15	24	-15	1	2	-6	-5	1.9	9	-20
[49] COC(=O)CCCn1c(C)cc(C(=O)CCl)c1C
  -21	0	21	3	-13	-12	-1	0.1	-6	-8
[50] Cc1noc(C)c1COc1ccccc1C(=O)N1CCN(S(=O)(=O)c2cccc(Cl)c2)CC1
  -7	-2	7	-2	-2	0	3	-0.9	7	-9
[51] COC(=O)c1cccc(Oc2cccc(Cl)n2)c1
  13	0	-13	-3	15	3	-3	-4.1	54*	5
[52] N#Cc1ccccc1CSc1nnc(Cc2ccccc2)o1
  1	8	-1	-3	18	-15	-2	0.8	-6	-2
[53] O=C1C(Nc2ccccc2)=C(N2CCCCC2)C(=O)c2ccccc21
  -14	·	14	3	-73	5	0	0.4	11	-6
[54] COc1cnc(-c2ccccn2)[nH]c1=O
  -8	-5	8	-6	-8	1	0	0.5	·	-3
[55] COc1ccccc1CNC(=O)C1CCCN(S(=O)(=O)c2cccc3nonc23)C1 (stereo not drawn)
  -3	0	3	6	12	1	-2	-0.1	-1	-6
